Screening data from PubChem.
IDH1 R132H inh = qHTS for Inhibitors of mutant isocitrate dehydrogenase 1 (IDH1): qHTS. Isocitrate dehydrogenase [NADP] cytoplasmic (Homo sapiens), O75874. IDH1-R132H enzyme, NADPH consumption, diaphorase/resazurin fluorescence. Potency, µM (highest dose often 76.6 µM), for inactives: top-dose activity change, negative = inhibition, most hits filed as inhibitors. 390,000 compounds, 0.093% hits; note: potency is the fitted concentration of half-maximal effect; % is set by controls: 0 for no effect and ±100 for the full control effect; nearly all actives have a fitted effect of over 65% in size
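IDH1-R132H (0.5 ug/mL dispensed) in pH 7.5 Tris buffer was preincubated 30 min with compound, then given a substrate mix of 0.016 mM NADPH and 2 mM alpha-KG for 80 min at room temperature; remaining NADPH was read by diaphorase/resazurin fluorescence.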
TrxR1 substrate = qHTS Assay for Substrates of Mammalian Selenoprotein Thioredoxin Reductase 1 (TrxR1): qHTS. purified TrxR1 substrate turnover, NADPH consumption readout. Potency, µM (highest dose often 114 µM), without a hit: at the top dose activity change, negative = substrate turnover. 390,000 compounds, 0.01% hits. Thioredoxin reductase 1, cytoplasmic (Rattus norvegicus), O89049; note: potency is the fitted concentration of half-maximal effect; % is set by controls: 0 for no effect and ±100 for the full control effect; nearly all actives have a fitted effect of over 50% in size
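Rat TrxR1, dispensed at 90 nM, was prereduced with 400 uM NADPH (final) for 5 min at ~22 deg C, then incubated with compound 15 min before 400 uM selenite. A first-read NADPH fluorescence drop versus no-compound background flagged substrates.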
D2 antag = HTS Assay for Allosteric Antagonists of the Human D2 Dopamine Receptor: Primary Screen for Antagonists; D(2) dopamine receptor (Homo sapiens), P14416; HEK293 TREx D2 cells, calcium flux, dopamine EC80; inhibition, % at 10 µM; 340,000 compounds, 2% hits; AID 485344, 2010; in the data active = inhibition above about 30%; note: 0% is about no effect
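Read-out: kinetic calcium fluorescence (1 cycle/s) in inducible HEK293 T-REx D2 cells after an EC80 dopamine addition that followed 180 s compound preincubation. Loss of the dopamine response indicates antagonism.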
TRHR PAM = qHTS for Small Molecule Agonists and Allosteric Enhancers of Human TRH Receptor: Primary Screen for Enhancers; Thyrotropin-releasing hormone receptor (Homo sapiens), P34981; TRHR cells, fluo-8 calcium fluorescence, EC20 TRH enhancement; enhancement, % at 2 µM; 360,000 compounds, 0.66% hits; AID 493056, 2011; in the data active = enhancement above about 30%; note: 0% is about no effect
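Enhancer read-out: after compound pinning and an initial kinetic agonist-mode read, an EC20 of TRH (10 nM final) was injected and fluo-8 calcium signal (Ex 480/Em 530) followed at 1 s/cycle for 100 cycles in TRHR-expressing cells.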
USP1-UAF1 inh = Inhibitors of USP1/UAF1: Primary Screen; recombinant USP1/UAF1, Ub-Rhodamine cleavage fluorescence; Potency, µM (titrated, usually from 57.1 µM), inactives show top-dose activity change, negative = inhibition, usual class: inhibitors; 390,000 compounds, 0.23% hits; AID 743255, 2014; note: potency is the fitted concentration of half-maximal effect; % is set by controls: 0 for no effect and ±100 for the full control effect; nearly all actives have a fitted effect of over 60% in size; inactives centre near -12
Target sequence (O94782 whole entry, looked up): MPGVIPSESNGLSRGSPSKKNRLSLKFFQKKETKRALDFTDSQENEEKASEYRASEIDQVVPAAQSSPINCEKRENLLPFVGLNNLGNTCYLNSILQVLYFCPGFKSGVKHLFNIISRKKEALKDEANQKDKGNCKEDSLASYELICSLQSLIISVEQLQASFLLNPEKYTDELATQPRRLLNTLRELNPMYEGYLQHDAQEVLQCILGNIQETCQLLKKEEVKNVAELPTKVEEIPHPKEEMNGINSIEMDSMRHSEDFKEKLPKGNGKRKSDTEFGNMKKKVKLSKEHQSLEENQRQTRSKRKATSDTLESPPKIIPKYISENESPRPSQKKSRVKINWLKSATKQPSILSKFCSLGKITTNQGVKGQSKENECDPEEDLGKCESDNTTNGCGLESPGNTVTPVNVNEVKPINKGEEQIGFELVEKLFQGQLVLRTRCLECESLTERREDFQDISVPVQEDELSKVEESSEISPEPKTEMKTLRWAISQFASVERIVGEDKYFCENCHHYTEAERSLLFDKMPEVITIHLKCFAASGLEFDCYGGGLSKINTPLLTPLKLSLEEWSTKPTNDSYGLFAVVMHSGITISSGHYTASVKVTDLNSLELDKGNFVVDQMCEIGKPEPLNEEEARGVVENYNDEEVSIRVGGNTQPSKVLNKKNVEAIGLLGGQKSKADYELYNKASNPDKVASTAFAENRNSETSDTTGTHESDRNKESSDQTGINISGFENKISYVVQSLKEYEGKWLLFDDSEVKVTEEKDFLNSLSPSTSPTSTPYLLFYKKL
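High-throughput fluorogenic screen: 1nM USP1/UAF1 complex, Ub-Rho substrate 150nM final, 50mM HEPES pH 7.8 with 0.5mM EDTA, 0.1 mg/ml BSA, 1mM TCEP and 0.01% Tween-20.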
TRHR agonist = qHTS for Small Molecule Agonists and Allosteric Enhancers of Human TRH Receptor: Primary Screen for Agonists; 360,000 compounds, 0.18% hits; activation, % at 2 µM; Thyrotropin-releasing hormone receptor (Homo sapiens), P34981; TRHR cells, calcium flux fluo-8, FDSS agonist mode; in the data active = activation above about 30%; note: 0% is about no effect
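In this calcium-flux screen, cells bearing human TRHR are dye-loaded with fluo-8, baselined for 10 cycles, then exposed to library compounds; positive kinetic calcium responses during the agonist phase mark hits, with TRH as control.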
Pin1 inh = qHTS Assay to Find Inhibitors of Pin1. Peptidyl-prolyl cis-trans isomerase NIMA-interacting 1 (Homo sapiens), Q13526. Potency, µM (top dose mostly 115 µM), inactives show at the highest dose activity, negative = inhibition, hits mostly inhibitors. 390,000 compounds, 0.009% hits. AID 504891, 2011. Pin1 FP peptide displacement, HiFluor488, 10 min; active = well fitted inhibition curve with a large enough effect in the polarisation, with a control signal flat, not every such curve was filed as active; inconclusive = small, poorly fitted or top-dose-only effect, or effect the other way, or a change in a side signal; inactive = no such curve, though single readings can be large or run the other way; the % refers to the polarisation; note: potency is the fitted concentration of half-maximal effect; % is set by controls: 0 for no effect and ±100 for the full control effect
Target sequence (Q13526 whole entry, looked up): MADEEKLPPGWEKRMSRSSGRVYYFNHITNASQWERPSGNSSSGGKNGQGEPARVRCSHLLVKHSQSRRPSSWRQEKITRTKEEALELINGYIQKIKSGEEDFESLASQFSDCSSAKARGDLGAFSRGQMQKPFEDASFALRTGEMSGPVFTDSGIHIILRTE
D2 ag = HTS Assay for Allosteric Agonists of the Human D2 Dopamine Receptor: Primary Screen for Agonists. D(2) dopamine receptor (Homo sapiens), P14416. HEK293 T-REx D2 cells, calcium flux agonist mode. activation, % at 2 µM. 340,000 compounds, 0.53% hits;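 active = activation over 3 SD above normal in the single-dose calcium agonist read, cut at about 30% in these data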; note: 0% is about no effect
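Agonism is scored from calcium flux in a force-coupled, inducible HEK293 cell line expressing D2, read kinetically for 180 s after compound addition against dopamine controls.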
TrxR1 inh = qHTS Assay for Inhibitors of Mammalian Selenoprotein Thioredoxin Reductase 1 (TrxR1): qHTS; Thioredoxin reductase 1, cytoplasmic (Rattus norvegicus), O89049; recombinant rTrxR1, NADPH fluorescence consumption, selenite substrate; Potency, µM (top dose mostly 114 µM), inactives show at the top dose activity change, negative = inhibition, most hits filed as inhibitors; 390,000 compounds, 1% hits; note: potency is the fitted concentration of half-maximal effect; % is set by controls: 0 for no effect and ±100 for the full control effect; nearly all actives have a fitted effect of over 65% in size
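Rat TrxR1 (90 nM in the dispensed reagent) was pre-reduced with 400 uM NADPH for 5 min at room temperature, then incubated with compound for 15 min. After 400 uM selenite was added, NADPH fluorescence (Ex 340/Em 450 nm) was followed for 8 min.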
* hit, by the source's call; ? = inconclusive; nt = no result given; [ ] = remark or other dose. Unless noted, calls come from the whole dose curve; as a rule, active = well fitted inhibition curve with a large enough effect; inconclusive = small, poorly fitted or top-dose-only effect; inactive = no such curve, though single readings can be large or run the other way. The list is partial; rates above refer to the full screens.

mol,IDH1 R132H inh,TrxR1 substrate,D2 antag,TRHR PAM,USP1-UAF1 inh,TRHR agonist,Pin1 inh,D2 ag,TrxR1 inh
Cc1cc(NS(=O)(=O)c2ccc(NC(=O)c3cc4ccccc4o3)cc2)nc(C)n1,14%,-10%,-10,-5,-22%,0.6,0%,0.8,-5%
Cc1nnc(N2C(=O)C(=O)/C(=C(/O)c3ccc4c(c3)OCCO4)C2c2ccc(F)cc2)s1 (stereo not drawn),9%,-10%,-2,0,-22%,0.4,6%,0.8,?
COC(=O)N/N=C(\C)c1cccs1,1%,10%,11,2,-9%,0.0,1%,1.6,35%
COc1ccc(CCN(C)C(=O)CN2C(=O)NC3(CCCCCC3)C2=O)cc1OC,5%,-14%,5,8,4%,0.3,-7%,-0.2,-14%
CCn1c(SCC(=O)Nc2sc3c(c2C#N)CCCC3)nnc1-c1ccncc1,5%,17%[57.1 µM],6,3,-16%,-0.1,-2%,2.4,-2%[57.1 µM]
Cc1c(C)c2ccc(O)c(CN3CCN(C)CC3)c2oc1=O,28%,896%[activator],5,11,-6%,0.3,1%,0.3,-16%
Cc1ccc2nc3c(cc(C#N)c(=N)n3CC3CCCO3)c(=O)n2c1 (stereo not drawn),nt,nt,7,4,nt,-0.4,nt,-0.6,nt
O=C(CN1CCOCC1)N/N=C/C=C/c1ccccc1,-6%,2%[57.1 µM],9,13,-7%,0.0,-1%,-0.4,7%[57.1 µM]
Cc1ccc(NC(=O)NC(=O)CSc2nnc(-c3ccc(OC(F)F)cc3)n2N)c(C)c1,1%,-4%,0,-3,-12%,0.2,2%,1.0,-9%
CCCn1ncc(C(=O)NC2CCCN(Cc3ccc(Cl)cc3)C2)c1C (stereo not drawn),-6%,-1%,-4,16,-16%,-0.3,-1%,0.5,6%
CC(C)c1ccc(NC(=S)NNc2ccc(Cl)c(C(=O)O)c2)cc1,-4%,0%,-9,-4,-5%,-0.2,?,9.9,10%
CCOc1ccc(C(=O)N2CCCN(C(=O)c3ccc(OCC)cc3)CC2)cc1,-2%,10%,6,26,7%,1.4,-8%,-0.4,33%
Cc1cccc(N2CCN(C(=O)CCc3nc4ccccc4[nH]3)CC2C)c1 (stereo not drawn),8%,10%[57.1 µM],-2,-3,-21%,-0.6,-4%,0.4,13%[57.1 µM]
CCc1nnc(NC(=O)c2ccc(OC)c(S(=O)(=O)N3CCCC3)c2)s1,4%,0%,-7,-1,2%,0.7,3%,0.2,-1%
O=C1CCCCC1Nc1ccc2ccccc2c1 (stereo not drawn),-8%,11%[57.1 µM],nt,nt,4%,nt,-12%,nt,1%[2.29 µM]

Other results:
mol,IDH1 R132H inh,TrxR1 substrate,D2 antag,TRHR PAM,USP1-UAF1 inh,TRHR agonist,Pin1 inh,D2 ag,TrxR1 inh
COc1ccc(C(C)(C)C)cc1NC(=O)C1CC(=O)N(C2CCCC2)C1 (stereo not drawn),7%,6%[57.1 µM],nt,nt,-7%,nt,1%,nt,11%
COCCNC(=O)C(c1ccc(C)o1)N(C(=O)C(=O)NC1CCCCC1)c1ccc(F)cc1 (stereo not drawn),0%,1%,-6,10,-9%,-0.7,0%,-0.5,7%
COc1ccc2nc3sc(C(=O)N4CCN(c5ccccc5)CC4)cc3cc2c1,-11%,3%,nt,10,?,0.1,?,-2.0,11%
OC(COc1ccccc1CNCc1cccnc1)CN1CCc2ccccc2C1 (stereo not drawn),3%,5%,-12,2,-14%,-0.5,-2%,0.0,6%
O=C1NC(=S)N/C1=C\c1cccc([N+](=O)[O-])c1,-2%,-3%,-5,-4,-6%,-0.2,-2%,0.2,4%
CCOc1ccc(S(=O)(=O)Nc2ccccc2C(=O)N2CCOCC2)cc1,7%,3%,3,4,-18%,0.1,-4%,-0.2,19%
O=C(NCCCO)C(=O)NCC(c1ccc2c(c1)OCO2)N1CCOCC1 (stereo not drawn),-13%,10%[57.1 µM],nt,-4,-21%,0.3,2%,-1.8,22%[57.1 µM]
COc1ccccc1NC(=O)CSC1=Nc2ccccc2N=C(c2ccc(F)cc2)C1,-8%,-1%[57.1 µM],nt,-3,?,1.0,-12%,-0.3,22%[57.1 µM]
O=C(CSC1=NC2(CCCCC2)N=C1c1ccccc1)Nc1ccc2c(c1)OCCO2,-7%,-6%,0,0,-9%,0.4,0%,4.1,45%[activator]
CN1CCN(C(CNC(=O)C(=O)NC2CCCC2)c2ccc(F)cc2)CC1 (stereo not drawn),2%,-2%,8,1,-13%,0.2,2%,0.2,-8%
CC(=O)c1c(C)[nH]c(C(=O)OCC(=O)N2CC(C)OC(C)C2)c1C (stereo not drawn),3%,-8%,-8,3,-5%,0.1,1%,0.6,8%
O=C(CN1CCCC1)Nc1c(C(=O)C2CC2)oc2ccccc12,3%,3%[57.1 µM],-8,-4,-27%,-1.0,-1%,-0.7,-8%[57.1 µM]
COc1ccc(C(=O)CCC(=O)NCc2cc(OC)cc(OC)c2)cc1,-3%,7%,-2,-3,-16%,-0.8,-2%,-1.9,17%
Nc1c(C(=O)CSc2nnc(Nc3ccc(F)cc3)s2)c(=O)[nH]c(=O)n1C1CC1,-5%,2%,-17,1,-6%,-0.6,16%,0.3,6%
CSCCC(C(=O)NCc1cccs1)N1C(=O)c2ccccc2C1=O (stereo not drawn),1%,3%,3,-1,-15%,-0.5,2%,-0.3,-14%

Next part.
mol,IDH1 R132H inh,TrxR1 substrate,D2 antag,TRHR PAM,USP1-UAF1 inh,TRHR agonist,Pin1 inh,D2 ag,TrxR1 inh
CCc1nnc(NC(=O)COc2ccccc2[N+](=O)[O-])s1,2%,-3%,8,-1,-14%,0.2,-6%,-0.2,25%
CC1CN(Cc2ccccc2)C(=S)NC1=O (stereo not drawn),1%,-5%,nt,nt,-4%,nt,-8%,nt,-15%
CC1CCCN(C(=O)c2cn(-c3ccccc3)nc2-c2cccnc2)C1 (stereo not drawn),2%,-5%,10,-4,-17%,0.3,-1%,0.2,-6%
COc1cccc(-c2cc(C(=O)Nc3ccc(Br)c(C)c3)[nH]n2)c1,-28%,3%,nt,-5,-5%,0.6,6%,1.0,8%
CSC1=Nc2sc3c(c2C2=NCCN12)CC(C)(C)OC3,-1%,3%,nt,nt,-21%,nt,0%,nt,4%
O=C(Oc1ccc(Br)cc1)C1CCN(C2=NS(=O)(=O)c3ccccc32)CC1,6%,-5%,3,-6,-23%,0.0,-1%,0.3,-3%
Cc1ccc(NS(=O)(=O)c2ccc(-c3cc(C)no3)cc2)c(Br)c1,-3%,2%,nt,0,-21%,0.2,2%,-0.8,21%
COC(=O)c1ccc(C(=O)OC)c(NC(=S)N2CC(C)CC(C)C2)c1 (stereo not drawn),5%,30%,-12,5,-16%,-1.2,7%,-0.2,-11%
COc1ccc2cc(-c3[nH]ncc3CN3CCCC3c3nonc3C)ccc2c1 (stereo not drawn),3%,-1%,nt,8,-9%,0.2,39%[activator],nt,5%
CCN(CC)C(=O)CSc1nnc(-c2cnccn2)n1-c1ccc(C)cc1,-2%,8%[57.1 µM],8,8,-1%,0.1,6%,-1.1,-2%[57.1 µM]
COc1ccc(CC(=O)Nc2cccc(-c3csc(C)n3)c2)cc1,3%,0%,4,7,1%,-0.7,3%,0.2,11%
Cc1ccc2[nH]c(CSc3nnc(NC(=O)COc4ccccc4Cl)s3)cc(=O)c2c1,-3%,-2%[57.1 µM],nt,-7,-7%,-0.2,27%,1.1,15%[57.1 µM]

3 entries already listed, sorted by their value in IDH1 R132H inh, ascending:
Molecule | IDH1 R132H inh
CCN(CC)C(=O)CSc1nnc(-c2cnccn2)n1-c1ccc(C)cc1 | -2%
CSC1=Nc2sc3c(c2C2=NCCN12)CC(C)(C)OC3 | -1%
COc1ccc(CC(=O)Nc2cccc(-c3csc(C)n3)c2)cc1 | 3%

Structural class, the compounds so far with two or more sulfur atoms (6)
mol,IDH1 R132H inh,TrxR1 substrate,D2 antag,TRHR PAM,USP1-UAF1 inh,TRHR agonist,Pin1 inh,D2 ag,TrxR1 inh
CCn1c(SCC(=O)Nc2sc3c(c2C#N)CCCC3)nnc1-c1ccncc1,5%,17%[57.1 µM],6,3,-16%,-0.1,-2%,2.4,-2%[57.1 µM]
CCc1nnc(NC(=O)c2ccc(OC)c(S(=O)(=O)N3CCCC3)c2)s1,4%,0%,-7,-1,2%,0.7,3%,0.2,-1%
Nc1c(C(=O)CSc2nnc(Nc3ccc(F)cc3)s2)c(=O)[nH]c(=O)n1C1CC1,-5%,2%,-17,1,-6%,-0.6,16%,0.3,6%
CSCCC(C(=O)NCc1cccs1)N1C(=O)c2ccccc2C1=O (stereo not drawn),1%,3%,3,-1,-15%,-0.5,2%,-0.3,-14%
CSC1=Nc2sc3c(c2C2=NCCN12)CC(C)(C)OC3,-1%,3%,nt,nt,-21%,nt,0%,nt,4%
Cc1ccc2[nH]c(CSc3nnc(NC(=O)COc4ccccc4Cl)s3)cc(=O)c2c1,-3%,-2%[57.1 µM],nt,-7,-7%,-0.2,27%,1.1,15%[57.1 µM]
